Compound activity deposited in PubChem BioAssay by Milwaukee Institute for Drug Discovery.
HCV NS3h FP – blocks HCV NS3 helicase binding to DNA; NS3h Cy5-dT15 DNA binding, fluorescence polarization; inhibition, % at 100 µM; actives 1.6% (n = 16,000);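 active means inhibition above the average over every tested compound plus 3 SD, cut at about 40% in these data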
Cy5 interf NS3h – enhances or quenches Cy5 fluorescence in NS3h assay. AID 720488. Cy5-dT15 DNA with NS3h, fluorescence interference; actives lie on both sides; signal over control mean, under 1 quenches. fluorescence interference ratio at 100 µM. actives 6% (n = 16,000);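 active means compound fluorescence over control fluorescence at most 0.8, a quencher, or at least a set upper limit, an enhancer; inactive means ratio between 0.8 and the set upper limit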
An asterisk follows results filed as active.

Second line of a record: HCV NS3h FP	Cy5 interf NS3h
COc1ccc(N=C(C)c2cc(Cl)ccc2O)cc1
 : -1	0.94
CCOc1ccc(S(=O)(=O)Nc2ccccc2OC)cc1
 : 12	0.98
COc1ccc(NC(=O)c2ccc(N(C)S(=O)(=O)c3ccccc3)cc2)cc1OC
 : 16	0.89
COC(=O)C1=C(C)N(c2ccc(OC)cc2)C(=O)/C1=C\c1ccc(O)cc1
 : 9	0.97
COc1cccc(/C=C2\N=C(c3ccccc3Br)OC2=O)c1
 : 6	1.1
CCc1cc(=O)oc2cc(C)cc(OCC(=O)c3ccccc3)c12
 : -4	1.3*
NS(=O)(=O)c1ccc(N=Cc2ccc[nH]2)cc1
 : 1	1.1
COc1cccc(C2NC(=O)NC(C)=C2C(=O)Nc2ccc(C)cc2)c1OC (stereo not given)
 : 4	1
N#CC1=C(N)SC(N)=C(C#N)C1c1ccc(Cl)cc1
 : 8	0.92
Nc1nnc(SCC(=O)c2ccc([N+](=O)[O-])cc2)s1
 : 3	0.92
CN(C)c1cccc(NC(=O)c2cccc3ccccc23)c1
 : 5	0.92
COCCCNC(=O)/C(=C\c1ccc(-c2ccc(Cl)cc2)o1)NC(=O)c1ccc(C)cc1
 : 25	0.86
CCOc1ccc(N(CC(=O)Nc2ccc(OC)cc2OC)S(=O)(=O)c2ccc(SC)cc2)cc1
 : 10	0.91
CCOC(=O)c1c(NC(=O)C2CCCCC2)sc(C)c1C
 : -1	0.91
c1ccc(-c2cc(-c3nc4ccccc4[nH]3)c3ccccc3n2)cc1
 : 10	1
CCOC(=O)c1ccc(NC(=O)c2ccc(I)cc2)cc1
 : 7	1.1
O=C(/C=C/c1cn(-c2ccccc2)nc1-c1ccccc1)c1cccs1
 : 5	1
COC(=O)c1cc(=O)[nH]c(Nc2nc3ccccc3o2)n1
 : -14	1.1
CC(C)(c1cc(Cl)cc(Cl)c1)N1C(=O)C2=C(CCCC2)C1=O
 : 8	0.88
CCOC(=O)c1ccccc1NC(=O)CN(c1ccc(F)cc1)S(=O)(=O)c1ccccc1
 : 13	1
O=C(O)c1ccc(NC(=O)c2ccc3c(c2)C(=O)N(c2ccc(C(=O)O)cc2)C3=O)cc1
 : 1	1.1
CC(c1ccccc1)N1C(=O)C(=Cc2c(NCC3CCCO3)nc3ccccn3c2=O)SC1=S (stereo not given)
 : 14	0.88
CCOC(=O)c1nc2ccccc2[nH]c1=O
 : 1	0.99
O=C(CCNc1ccc2ccccc2c1)c1ccc([N+](=O)[O-])cc1
 : 14	1
COc1ccc(C(=O)Nc2ccc(NC(=O)c3ccco3)c(C)c2)cc1OC
 : 0	1.1
O=[N+]([O-])c1cc2c(cc1CC1CC1(Cl)Cl)OCCO2 (stereo not given)
 : 3	1
O=C(Nc1ccc(NC(=O)c2ccccc2Br)cc1)c1ccccc1Br
 : 9	0.96
O=C(O)CN(c1ccc(Br)cc1)S(=O)(=O)c1ccccc1
 : -5	1
CCOC(=O)C1=C(C)N=c2s/c(=C/c3ccc(I)o3)c(=O)n2C1c1ccccc1OC (stereo not given)
 : 13	0.73*
CS(=O)(=O)N(CC(=O)N1CCCC1)c1cccc(C(F)(F)F)c1
 : 1	1

Profiles, quoted from the list:
COC(=O)c1cc(=O)[nH]c(Nc2nc3ccccc3o2)n1 in the list: HCV NS3h FP: -14; Cy5 interf NS3h: 1.1
O=C(O)c1ccc(NC(=O)c2ccc3c(c2)C(=O)N(c2ccc(C(=O)O)cc2)C3=O)cc1 in the list: HCV NS3h FP: 1; Cy5 interf NS3h: 1.1

(more compounds)
Second line of a record: HCV NS3h FP	Cy5 interf NS3h
O=C(CCN1C(=O)c2ccccc2C1=O)Nc1ccccc1C(=O)N1CCOCC1
 : 9	0.98
N#C/C(=C\c1ccc(-c2cccc(C(F)(F)F)c2)o1)C(=O)Nc1cccc2cccnc12
 : 8	1.1
COc1ccccc1OCCNC(=O)C(c1ccccc1)c1ccccc1
 : 9	0.99
Cc1ccc(C(=O)COc2cc(OCC(=O)c3ccc(C)cc3)c3c(C)cc(=O)oc3c2)cc1
 : 2	0.66*
CC(C)(C)CC(C)(C)NC(=O)c1ccc2nccnc2c1
 : 4	0.61*
COc1cccc(/C=N\N2CCN(Cc3ccc(Cl)cc3)CC2)c1
 : 12	0.96
O=C(CN(c1ccc(Br)cc1)S(=O)(=O)c1ccccc1)NCCSc1nc2ccccc2s1
 : 12	1
O=C(COc1ccccc1)Nc1ccc2nn(-c3ccc(Cl)cc3)nc2c1
 : -3	1
O=C1C(=O)N(c2cccnc2)C(c2ccccc2)C1=C(O)c1ccc(Cl)cc1 (stereo not given)
 : -19	1
O=C1c2ccccc2C(=O)C1(Nc1ccccc1)c1ccc([N+](=O)[O-])cc1
 : 11	1
CC1CN(CN2C(=O)C(=O)c3ccccc32)CC(C)O1 (stereo not given)
 : -5	1
O=C(COc1cccc2ccccc12)NCCO
 : 15	0.74*
COc1ccc(C(O)=C2C(=O)C(=O)N(CCc3ccccc3)C2c2ccc(F)cc2)cc1 (stereo not given)
 : -10	0.95
O=C(COc1ccc(Cl)cc1)Nc1ccc(I)cc1Cl
 : -1	1.2*
O=S(=O)(NCC(c1ccccc1)N1CCNCC1)c1ccc(Cl)cc1 (stereo not given)
 : 4	0.99
Cc1ccc2nc(-c3cccs3)c(NC(=O)c3ccc(Cl)cc3)n2c1
 : 16	0.86
O=C(Nc1ccc(Oc2ccccc2)cc1)C(F)(F)F
 : 14	0.78*
CCOC(=O)CSc1nc2sc3c(c2c(=O)n1C1CCCCC1)CCCC3
 : -12	1.1
CCOc1ccc(NC(=O)CN(c2ccc(C)cc2)S(C)(=O)=O)cc1
 : 9	1.1
C/C(=N/N=C1\NC(=O)C(CC(=O)Nc2ccccc2C(F)(F)F)S1)c1ccccc1 (stereo not given)
 : -18	1.2
Cc1ccc(C2Nc3ccccc3NC3=C2C(=O)CC(c2ccccc2)C3)cc1 (stereo not given)
 : 8	0.98
CCc1ccc(OCC(=O)Nc2ccc(F)cc2)cc1
 : 8	1
COc1cc(C2N(Cc3ccccc3)CCN2Cc2ccccc2)ccc1O
 : 9	0.94
CCOC(=O)CNc1cccc(NCC(=O)OCC)c1
 : 11	1.1
COC(=O)CN(c1cccc(Br)c1)S(C)(=O)=O
 : 0	1
CCOc1ccc(C(=O)Nc2ccc(N3CCOCC3)cc2)cc1Cl
 : 4	0.98
O=C1N=C(c2ccccc2)S/C1=C\c1ccccc1
 : 9	1
Cc1ccc(S(=O)(=O)Nc2ccccc2C(=O)Nc2cccc3c2C(=O)c2ccccc2C3=O)cc1
 : 2	1.1
COc1ccccc1-c1c(C(F)(F)F)oc2cc(OC(=O)C(C)(C)C)ccc2c1=O
 : 5	1
COc1cc(C(=O)Nc2c(C)cc(Br)cc2C)cc(OC)c1OC
 : 9	0.92

Fetched one by one from the list above, 5 records:
Second line of a record: HCV NS3h FP	Cy5 interf NS3h
O=C(CN(c1ccc(Br)cc1)S(=O)(=O)c1ccccc1)NCCSc1nc2ccccc2s1
 : 12	1
O=C(COc1ccccc1)Nc1ccc2nn(-c3ccc(Cl)cc3)nc2c1
 : -3	1
O=C(O)c1ccc(NC(=O)c2ccc3c(c2)C(=O)N(c2ccc(C(=O)O)cc2)C3=O)cc1
 : 1	1.1
CCOC(=O)c1ccccc1NC(=O)CN(c1ccc(F)cc1)S(=O)(=O)c1ccccc1
 : 13	1
CCc1cc(=O)oc2cc(C)cc(OCC(=O)c3ccccc3)c12
 : -4	1.3*

(list continues)
Second line of a record: HCV NS3h FP	Cy5 interf NS3h
Cc1ccc(C(=O)CSc2nc3ccccc3c(=O)[nH]2)cc1C
 : 11	1
COc1cc(/C=C2/SC(=S)N(C)C2=O)cc(Cl)c1OCCOc1ccc(C(C)(C)C)cc1
 : 3	0.93
Cc1nc(-c2ccccc2)sc1C(=O)Nc1cccc2ccccc12
 : 7	1
CC(C)(C)c1ccc(OCC(=O)Nc2cccc(OC(F)(F)F)c2)cc1
 : 7	1
COc1ccc(Br)cc1/C=N\n1cnnc1
 : 3	0.97
COc1cccc(C2C(C(=O)Nc3ccccc3)=C(C)N=c3s/c(=C\c4ccc(N(C)C)o4)c(=O)n32)c1 (stereo not given)
 : 2	1
O=S(=O)(Oc1ccc2ccccc2c1)c1ccc(F)cc1
 : 7	1
O=C(Cc1ccc(F)cc1)NCC1CCCO1 (stereo not given)
 : 4	0.75*
CCOc1ccc(NC(=O)CN(c2ccc(Oc3ccccc3)cc2)S(C)(=O)=O)cc1
 : 13	1
COc1c(Cl)cc(C(=O)Nc2cc(-c3nc4cc(Cl)ccc4o3)ccc2C)cc1Cl
 : 4	1
Cc1nc2ccccc2c2nc3ccccc3n12
 : 4	1
COc1ccccc1OCc1cc(C(=O)O)oc1C
 : -1	1
Cc1ccc(OCC(=O)Nc2cccc3nsnc23)c(C)c1
 : 19	0.99
N#CC(C#N)=C1C(=O)Nc2ccc(Br)cc21
 : 25	0.87
CC(C)(C)N=CC(C=NC(C)(C)C)[N+](=O)[O-] (stereo not given)
 : 14	0.93
Cc1ccc(C)c(NC(=O)/C=C\C(=O)O)c1
 : -9	0.93
COc1ccc(CNC(=O)CSc2nc3ccccc3[nH]2)cc1
 : 10	0.89
CC1CCN(CC(O)COc2ccccc2C(C)(C)C)CC1 (stereo not given)
 : 6	1
Cn1c(-c2cc3ccc(O)c(CN4CCOCC4)c3oc2=O)nc2ccccc21
 : 7	1
CCOc1ccc(NC(=S)NC(=O)c2cccs2)c([N+](=O)[O-])c1
 : 8	0.99
COC(=O)c1c(C)oc2cc(Br)c(OC)cc12
 : 17	0.98
Cc1ccc(S(=O)(=O)N(C)CCCC(=O)Nc2ccc(F)cc2)cc1
 : 13	0.98
CS(=O)(=O)N(Cc1ccc(Cl)cc1)c1ccc(C(=O)Nc2cccc(C(F)(F)F)c2)cc1
 : 0	1
C=CCc1cccc2cc(C(=O)Nc3ccc(CC)cc3)c(=O)oc12
 : 9	1.1
CCOc1ccc(NS(=O)(=O)c2cc(-c3nnnn3C)ccc2OC)cc1
 : 6	0.99
COc1ccc(S(=O)(=O)Nc2ccc(C(N)=O)cc2)cc1
 : 2	1
Cc1ccc(N(Cc2ccc(C(=O)Nc3cccc(Br)c3)cc2)S(C)(=O)=O)cc1C
 : 8	1
Cc1cc(OCC(=O)Nc2cccc(-c3nc4ncccc4o3)c2C)cc(C)c1Cl
 : -12	1.1
O=C(O)CN1C(=O)/C(=C\c2cccc([N+](=O)[O-])c2O)SC1=S
 : 44*	1.1
CCOc1cc(/C=C2/C(=O)NC(=O)N(c3ccccc3)C2=O)cc(Br)c1O
 : 10	0.93
O=C(O)CSc1nnc(-c2ccc(Cl)cc2Cl)n1-c1ccccc1
 : 8	0.98
CC(C)c1ccc(NC(=O)CN(c2ccc(Oc3ccccc3)cc2)S(C)(=O)=O)cc1
 : 11	1
CC1CCN(C(=O)c2ccccc2)CC1
 : -2	0.68*
CCn1c(C(O)c2cc(OC)ccc2OC)nc2ccccc21 (stereo not given)
 : -3	0.95
CCOc1ccc2c(c1)C(C)=CC(C)(C)N2C(=O)CN1C(=O)CCC1=O
 : 4	0.99
N/C(=N/OC(=O)c1ccc(I)cc1)c1ccc([N+](=O)[O-])cc1
 : 3	0.95
CCCCN(CCCC)C(=O)c1ccccc1
 : -10	1
O=C1OC(c2ccccc2Br)=N/C1=C\c1cc2c(cc1Cl)OCO2
 : 6	1.2
Cc1cccc(OCC(=O)NCC(C)C)c1
 : 0	1
Cc1cc(C)c(NS(=O)(=O)c2ccc(Cl)c([N+](=O)[O-])c2)c(C)c1
 : 19	0.98
O=C(COc1ccc([N+](=O)[O-])cc1)Nc1ccc(Cl)cn1
 : 16	0.98
CCCC(=O)NC(c1ccc(C)cc1)c1c(O)ccc2ccccc12 (stereo not given)
 : -4	1.2
COc1ccc(OC)c(C2Sc3ccccc3NC3=C2C(=O)c2ccccc23)c1 (stereo not given)
 : 8	1
COc1ccc(/C=C2\SC(=S)N(CC(C)C)C2=O)c(OC)c1
 : 15	0.87
Cc1ccc(N(CC(=O)Nc2ccc(C(C)C)cc2)S(C)(=O)=O)cc1Cl
 : 19	0.97
Cc1ccccc1OCC(=O)Nc1cccc(F)c1
 : 8	0.98
O=C(c1nn2c(C(F)(F)F)cc(-c3ccccc3)nc2c1Cl)N1CCCC1
 : 9	0.93
O=C1NN(c2ccccc2)C(=O)/C1=C/c1ccc(OCc2ccccc2F)cc1
 : 14	1
Cc1ccc(N2C(=O)C3C4C=CC(C5CC45)C3C2=O)cc1Cl (stereo not given)
 : 4	0.92
O=C(CC(Nc1ccc(Br)cc1)c1ccc(F)cc1)c1ccccc1 (stereo not given)
 : 11	0.98
CCc1nnc(NC(=O)CN2C(=O)/C(=C/c3cc(OC)c(OC)c(OC)c3)SC2=S)s1
 : 2	0.93
O=[N+]([O-])c1ccc(-n2ncnc2-c2cccc(Br)c2)c(Cl)c1
 : 1	0.96
Cc1ccc(N(Cc2ccc(C(=O)NC(C)(C)C)cc2)S(C)(=O)=O)cc1C
 : 10	0.94
Cc1ccc(C2CC(C(F)(F)F)n3nc(C(=O)N4CCN(Cc5ccccc5)CC4)cc3N2)cc1 (stereo not given)
 : 11	0.76*
CS(=O)(=O)N(CC(=O)Nc1ccc(Cl)cc1)c1ccc(Br)cc1
 : 17	1
COC(=O)C1=C(C)NC(=S)NC1c1ccc(SC)cc1 (stereo not given)
 : 7	1
Cc1ccc(N2CC(C(=O)NCc3ccco3)CC2=O)cc1 (stereo not given)
 : 1	1
CC(C)N/C=C(/c1cc(O)ccc1O)[N+](=O)[O-]
 : 8	0.83
COC(=O)C1=C(C)NC(=O)NC1c1ccc(-c2ccccc2Cl)o1 (stereo not given)
 : 9	1.1
C#CCC(CC#C)(C(=O)OC)C(=O)OC
 : 1	0.98

More entries:
Second line of a record: HCV NS3h FP	Cy5 interf NS3h
COc1ccccc1N1CCN(/N=C\c2cccc(C)c2)CC1
 : 24	0.88
CC(C)(C)NC(=O)c1cc2nc(-c3ccccc3)cc(C(F)(F)F)n2n1
 : 1	0.57*
FC(F)(F)c1cccc(NC(=S)Nc2ccccc2)c1
 : -1	0.82
COc1ccc(CCNC(=O)CSc2cccc3cccnc23)cc1OC
 : 2	1

Random draw from the library; about 6.7% have a hit in one of these screens.
